HEK293 tox – Cytotoxic Profiling in HEK 293 Cell Line of Diverse Libraries Using Quantitative High-Throughput Screening; Potency, µM (top dose mostly 115 µM), inactives show at the top dose activity change, negative = cytotoxicity, usual class: inhibitors; AID 1345083, 2018; HEK 293 viability, ATP luminescence (CellTiter-Glo), 48-72 h; actives 6.6% (n = 94,000); note: potency is the fitted concentration of half-maximal effect; nearly all actives have a fitted effect of over 60% in size
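250 HEK 293 cells/well; compound by pintool; incubated 48 or 72 hr at 37 degree Celsius; CellTiter-Glo added, 10 min RT, luminescence imaged.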
SNCA expr inhib – Primary qHTS assay for inhibitors of alpha-synuclein gene (SNCA) expression; Potency, µM (series often up to 57.2 µM), inactives show at the top dose activity change, negative = inhibition, actives largely listed as inhibitors; AID 1671194, 2021; actives 0.17% (n = 140,000); HEK-293 SNCA-luciferase knock-in, luminescence, 24 h;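 note: potency is the fitted concentration of half-maximal effect; plate controls were DMSO cells for no effect and cell-free wells for full effect; nearly all actives have a fitted effect of over 45% in size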
Luciferase inh – Firefly luciferase inhibition profiling of diverse chemical library using quantitative high-throughput screening; AID 1347043, 2019; Luciferin 4-monooxygenase (Photinus pyralis), P08659; Potency, µM (series often up to 115 µM), for the others: at the highest dose activity change, negative = inhibition, usual class: inhibitors; actives 2.5% (n = 76,000); purified P. pyralis luciferase, luminescence, biochemical; note: potency is the fitted concentration of half-maximal effect; nearly all actives have a fitted effect of over 65% in size
Target sequence (P08659 whole entry, looked up): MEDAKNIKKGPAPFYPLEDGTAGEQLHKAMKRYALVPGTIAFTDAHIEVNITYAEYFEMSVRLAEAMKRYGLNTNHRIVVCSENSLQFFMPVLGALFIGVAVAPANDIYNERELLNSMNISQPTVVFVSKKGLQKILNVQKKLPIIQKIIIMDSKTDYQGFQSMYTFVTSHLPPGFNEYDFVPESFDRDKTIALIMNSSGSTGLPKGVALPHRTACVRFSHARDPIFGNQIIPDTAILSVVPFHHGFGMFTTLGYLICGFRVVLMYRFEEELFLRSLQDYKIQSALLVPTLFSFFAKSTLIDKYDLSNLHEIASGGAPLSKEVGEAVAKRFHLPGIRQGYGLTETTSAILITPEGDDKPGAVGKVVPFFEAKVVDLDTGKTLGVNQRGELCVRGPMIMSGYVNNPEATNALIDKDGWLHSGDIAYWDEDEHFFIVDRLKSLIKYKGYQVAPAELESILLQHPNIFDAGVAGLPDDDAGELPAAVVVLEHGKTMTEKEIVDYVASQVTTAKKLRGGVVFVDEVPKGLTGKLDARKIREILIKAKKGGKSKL
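Purified 10nM P. pyralis luciferase with 10uM D-luciferin and 10uM ATP in 50mM Tris acetate pH 7.5, 10mM Mg acetate, 0.01% Tween-20, 0.05% BSA. qHTS titration; luminescence read by CCD imager.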
GPT2 inh – Primary qHTS assay for inhibitors of Glutamate pyruvate transaminase 2 (GPT2) | AID 1671188, 2021 | Potency, µM (series often up to 57.7 µM), for inactives: at the top dose activity change, negative = inhibition, actives largely listed as inhibitors | Recombinant GPT2, coupled pyruvate oxidase/HRP Amplex Red fluorescence | actives 0.25% (n = 100,000); note: potency is the fitted concentration of half-maximal effect; nearly all actives have a fitted effect of over 60% in size; many of its hits are not listed in these tables
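Recombinant GPT2 (10ng/uL) with 250uM a-KG and 2mM L-alanine, 30 min at room temperature, in HEPES pH 7.5 buffer. Pyruvate detected by pyruvate oxidase/HRP/Amplex Red fluorescence after 30 min in the dark; AOA (50uM) as positive control.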
HEK293 viab – GF-AFC viability counterscreen for inhibitors of alpha-synuclein gene (SNCA) expression. HEK-293-SNCA-luc viability, GF-AFC fluorescence, 24 h. Potency, µM (titrated, usually from 57.1 µM), for the others: at the highest dose activity change, negative = cytotoxicity, actives largely listed as cytotoxic. actives 0.12% (n = 150,000);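 note: potency is the fitted concentration of half-maximal effect; 0% = DMSO-treated cells and -100% = medium-only wells without cells; nearly all actives have a fitted effect of over 30% in size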
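HEK-293-SNCA-luc cells (1500/well) plated 24 h, then exposed 24 h to a dilution series; GF-AFC added 30 min at 37C, fluorescence 405/540 nm; normalised to medium-only and DMSO wells, Hill fit.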
IP6K1 inhibitor – Primary qHTS assay for small molecule inhibitors of Inositol hexaphosphate kinase 1 (IP6K1); Inositol hexakisphosphate kinase 1 (Homo sapiens), Q92551; activity change, % (series mostly up to about 58 µM); IP6K1 kinase, ADP-Glo luminescence, 2 h; hits give low values; actives 0.81% (n = 140,000); in the data active = activity change below about -25%
Target sequence (Q92551 whole entry, looked up): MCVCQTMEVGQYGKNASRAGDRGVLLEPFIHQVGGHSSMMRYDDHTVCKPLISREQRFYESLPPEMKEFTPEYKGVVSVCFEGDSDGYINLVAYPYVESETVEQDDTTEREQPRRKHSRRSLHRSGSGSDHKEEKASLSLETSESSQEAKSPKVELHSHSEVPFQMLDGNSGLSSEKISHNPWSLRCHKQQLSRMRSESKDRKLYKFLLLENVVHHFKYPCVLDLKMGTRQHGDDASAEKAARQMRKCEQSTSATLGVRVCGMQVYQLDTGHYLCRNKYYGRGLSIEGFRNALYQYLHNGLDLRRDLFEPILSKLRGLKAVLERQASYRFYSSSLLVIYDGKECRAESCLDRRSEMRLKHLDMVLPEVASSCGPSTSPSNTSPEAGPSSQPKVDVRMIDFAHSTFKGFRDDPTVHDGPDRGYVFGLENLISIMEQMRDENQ
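ADP-Glo luminescence measures ADP made by human IP6K1 during a 2 h RT reaction with ATP/IP6 (mix at 1.3 mM/130 uM); top library doses 57.5 and 19.1 uM final.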
NIH3T3 tox – Cytotoxic Profiling in NIH 3T3 Cell Line of Diverse Libraries Using Quantitative High-Throughput Screening | NIH 3T3 viability, CellTiter-Glo ATP luminescence, 48-72 h | Potency, µM (highest dose often 96.7 µM), for inactives: at the highest dose activity change, negative = cytotoxicity, actives largely listed as inhibitors | actives 4.3% (n = 94,000) | AID 1345082, 2018; note: potency is the fitted concentration of half-maximal effect; nearly all actives have a fitted effect of over 55% in size
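NIH 3T3 cells at 400 cells/well received 23 nL of compound by pintool and were incubated 48 or 72 h at 37 °C. Viability was read as ATP-coupled CellTiter-Glo luminescence.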
Active calls of the source: *; i = inactive; ? = inconclusive; . = not tested or not shown; [ ] = dose if it differs, or a comment. Unless noted, calls come from the whole dose curve; as a rule, active = well fitted curve in the direction sought with a large enough effect; inconclusive = small, poorly fitted or top-dose-only effect, or another doubt; inactive = no such curve, though single readings can be large; an effect the other way counts as inactive or inconclusive. Unless noted, % is set by controls: 0 for no effect and ±100 for the full control effect. Only part of the results is shown, so the mix of outcomes need not match the whole.

Sequence of screens: HEK293 tox | SNCA expr inhib | Luciferase inh | GPT2 inh | HEK293 viab | IP6K1 inhibitor | NIH3T3 tox
1	Cn1ncc2c(C(=O)N3CCN(c4ncccn4)CC3)cc(-c3ccc(C(F)(F)F)cc3)nc21
  50µM* | . | . | . | . | 2 | ?
2	Cc1nc(N2CCC(C(=O)O)(n3cccn3)CC2)cc(-n2cccn2)n1
  4% | 9% | 1% | i | 3% | 6 | 0%
3	CCc1noc(-c2cccn3c(CNC(=O)C(CC)c4ccccc4)nnc23)n1 (stereo not drawn)
  ? | 13% | 0% | 0% | 8% | 3 | -8%
4	O=C(NC1CCCC1)N1CCN(C(=O)c2nc3cccnc3n(Cc3ccccc3)c2=O)CC1
  i | 42%[activator] | . | -1% | -14%[12.5 µM] | 4 | -27%
5	Cc1cccc(C(=O)Nc2ccc(C(=O)OCc3cc(=O)n4nc(CC(C)C)sc4n3)cc2)c1
  . | 86%[activator] | . | . | -2% | 1 | .
6	Cc1noc(C)c1CN(C)CC1(O)CNCCOC1 (stereo not drawn)
  0% | -5% | -6% | -4% | -6% | -7 | -8%
7	COc1cccc(-c2nc(CS(=O)(=O)CC(=O)N3CCN(c4cc(C)ccc4C)CC3)c(C)o2)c1
  . | ? | . | . | -29% | 19 | .
8	C[C@]1(Cn2ccnn2)[C@H](C(=O)O)N2C(=O)C[C@H]2S1(=O)=O
  . | -3%[25.6 µM] | . | i | -23%[23.9 µM] | -9 | .
9	Cn1c(C(=O)NCCN2CCOCC2)nc2nc(-c3ccccc3)c(Cl)cc21
  -21%[172 µM] | 30%[87.6 µM] | -1%[172 µM] | -12%[88.5 µM] | 10%[87.6 µM] | 6 | ?
10	CCN(CC)CC[C@H]1CN(C(=O)NC2CCCCC2)CC[C@H]1CC(=O)O
  -10%[172 µM] | 13%[87.6 µM] | -3%[172 µM] | 1%[88.5 µM] | 3%[87.6 µM] | -2 | i
11	CC(C)c1cnc2c(c1SCC(=O)c1ccc(Cl)cc1)c(=O)n(C)c(=O)n2C
  . | ? | . | . | 19% | -7 | .
12	COCCNc1c(-c2noc(C)c2C(=O)Nc2ccc(Cl)cc2)cnn1C
  ? | -25%[87.6 µM] | -1%[172 µM] | 0%[88.5 µM] | -14%[87.6 µM] | -4 | ?
13	COc1cc(OC)c(Nc2nc3ccccc3nc2-n2nc(C)cc2C)cc1Cl
  . | 1% | . | . | 20% | -10 | .
14	CCOC(=O)c1csc(NC(=O)C2CC(=O)N(c3n[nH]c4ccccc34)C2)n1 (stereo not drawn)
  ? | 12% | 4% | 2% | 2% | 11 | ?
15	Cc1ccc(C(=O)N2[C@@H]3CC[C@H]2CC(NC(=O)c2ccncc2)C3)cc1C (stereo partly drawn)
  -5% | -6% | 0% | 1% | -6% | 23 | -16%
16	O=C(Cc1ccc(Cl)cc1)N1CCN(C(=O)c2nnn3c2COC(c2ccccc2)C3)CC1 (stereo not drawn)
  ? | -15% | -10% | i | -6% | 0 | ?
17	Cc1ccccc1-c1nc2cc(NC(=O)c3cccc(OCCC(C)C)c3)ccc2o1
  . | 33%[activator] | . | . | -11% | 35 | .
18	O=C(COc1ccccc1)N1CCC(N2CC3CC(C2)[C@H]2CCCC(=O)N2C3)CC1 (stereo partly drawn)
  1% | 22% | 0% | ? | 2% | 33 | i
19	CN[C@@H]1[C@@H](O)[C@@H](O[C@@H]2[C@H](O)[C@H](O[C@H]3OC(CN)=CC[C@H]3N)[C@@H](N)C[C@H]2N)OCC1(C)O (stereo partly drawn)
  . | 5%[25.6 µM] | . | i | -2%[23.9 µM] | 29 | .
20	Cc1nc(-c2ccccc2)n(Cc2ccc(F)c(F)c2)c(=O)c1CCO
  ? | 28% | -4% | -11% | 10% | -8 | ?
21	Cc1noc(C)c1S(=O)(=O)NCCC1CN(c2cnn(C)c(=O)c2)CCO1 (stereo not drawn)
  -17% | 4% | 0% | -20% | 8% | 16 | -5%
22	COc1cccc(CCC(=O)N2CCCCC2c2nc(-c3ccncc3)n[nH]2)c1 (stereo not drawn)
  ? | -24% | . | -24% | -14% | 7 | ?
23	COc1ccc(-c2cc3c(nc2-c2ccccc2)nc(C(=O)NCCN(C)C)n3C)cc1OC
  ? | 1% | -4% | i | -13% | 0 | ?
24	COc1ccc(OCCSc2nc3ccccc3n2CC(=O)N2CCOCC2)cc1
  . | 50%[activator] | . | . | ? | 14 | .
25	Cc1ccc(CNc2nc3nc(C)c(Cl)c(C)n3n2)cc1
  . | 27% | . | . | 0% | 8 | .
26	Cc1nn(-c2ccccc2)c2c1C(C(C)C)N(C1CN([S+](C)(=O)[O-])C1)C2=O (stereo not drawn)
  -11% | . | . | . | . | 12 | -18%
27	Cc1ccc(C)c(N2CCN(C(=O)CN3CCSc4ccc(S(=O)(=O)N(C)C)cc43)CC2)c1
  . | -25% | . | . | -2% | 12 | .
28	Cc1ccc(C)c(NC(=O)CN2C(=O)C(c3ccccc3)=NC23CCCC3)c1
  ? | -27% | -5% | -5% | -9%[12.5 µM] | 2 | ?
29	COc1ccc2c(Sc3ccccc3)c(C(=O)NCc3cc(Br)ccc3OC)[nH]c2c1
  . | -10% | . | . | 3% | -7 | .
30	CCN(CC)[C@H]1[C@@H]2OC[C@@H](O2)[C@@H](NC(=O)Nc2cccc(OC)c2)[C@@H]1O
  i | ? | -3%[172 µM] | i | -4%[87.6 µM] | 6 | i
31	CCOc1ccc(OC(=O)c2c(-c3ccccc3Cl)noc2C)cc1
  . | -16% | . | . | -2% | 4 | .
32	Cc1cc(C)c([S+](=O)([O-])c2nnn3c2nc(N2CCCCC2)c2ccccc23)c(C)c1
  -19% | ? | . | -11% | 2% | -8 | -19%
33	COc1cccc(Nc2cc3c(cn2)CN(Cc2cccnc2)CCN3)c1
  ? | 50%[activator][87.6 µM] | 5µM* | -6%[88.5 µM] | -18%[87.6 µM] | -14 | ?
34	CCCCCC(=O)N[C@H]1C[C@@H](Cc2cc(COc3ccccc3)on2)C1(C)C
  ? | ? | 3%[172 µM] | -46%[88.5 µM] | ? | 13 | 40µM*
35	COc1ccc(C(=O)N2CCCCCCNC(=O)[C@@H]3CCC[C@@H]32)cn1
  i | -7% | 2% | i | -20% | -5 | -1%
36	O=C(NCC(F)F)C1CCN(C(=O)c2ccc(-c3cccs3)cc2)CC1
  ? | . | . | . | . | -4 | ?
37	Nc1ccc2oc(-c3ccccc3Br)nc2c1
  . | ? | . | . | 13% | -16 | .
38	COc1cccc([S+](=O)([O-])N2CCNc3cnc(Nc4ccc(N5CCOCC5)cc4)nc3C2)c1
  ? | -4% | -14% | 1.1µM* | 0% | -5 | -7%
39	CCOc1ccc2c(c1)c(=O)c(S(=O)(=O)c1ccc(CC)cc1)cn2Cc1cccc(Cl)c1
  . | 12% | . | . | -3% | 7 | .
40	CC(=O)Nc1cccc(C(=O)N2CCC(n3cc(-c4nc(C(C)C)no4)nn3)CC2)c1
  -26% | 20% | -1% | i | 5% | 37 | -8%

3 of the compounds above, as a markdown table:
| cpd | compound | HEK293 tox | SNCA expr inhib | Luciferase inh | GPT2 inh | HEK293 viab | IP6K1 inhibitor | NIH3T3 tox |
| --- | --- | --- | --- | --- | --- | --- | --- | --- |
| 36 | O=C(NCC(F)F)C1CCN(C(=O)c2ccc(-c3cccs3)cc2)CC1 | ? | . | . | . | . | -4 | ? |
| 37 | Nc1ccc2oc(-c3ccccc3Br)nc2c1 | . | ? | . | . | 13% | -16 | . |
| 38 | COc1cccc([S+](=O)([O-])N2CCNc3cnc(Nc4ccc(N5CCOCC5)cc4)nc3C2)c1 | ? | -4% | -14% | 1.1µM* | 0% | -5 | -7% |

More structures follow:
Sequence of screens: HEK293 tox | SNCA expr inhib | Luciferase inh | GPT2 inh | HEK293 viab | IP6K1 inhibitor | NIH3T3 tox
41	Cc1ccc(F)cc1NC(=O)CSc1nc(-c2cccs2)cc(C(F)(F)F)n1
  . | 27% | . | . | -13% | -2 | .
42	O=C(CSc1nccn1-c1ccc(F)cc1)Nc1ccc(OC(F)(F)F)cc1
  . | -10% | . | . | -18% | -8 | .
43	O=C(CC[C@@H]1CNC(=O)[C@@H]2C[C@H](NS(=O)(=O)c3cccs3)CN12)NC1CC1
  -6%[172 µM] | 8%[87.6 µM] | 3%[172 µM] | 0%[88.5 µM] | -6%[87.6 µM] | 1 | 1%[174 µM]
44	CCOC(=O)c1sc(NC(=O)c2nc(SCC)ncc2Cl)c(C(=O)OCC)c1C
  . | -4% | . | . | 12% | 6 | .
45	CC(=O)Nc1ccccc1-c1nc2ccccc2n(C(C)C(=O)Nc2cc(Cl)ccc2C)c1=O (stereo not drawn)
  . | ? | . | . | ? | 3 | .
46	O=C1NCCCCCCN(Cc2ccncc2)[C@@H]2CN(S(=O)(=O)c3ccccc3)CC[C@@H]12
  ? | 26% | 4% | 1% | 3% | 19 | -30%
47	CCOc1cccc2c1OC[C@@H]1CN(CCC#N)C(=O)CCN(C(=O)c3ccc(C)cc3)[C@H]21
  -25% | . | . | . | . | -4 | ?
48	Cc1ccc(-c2cn3c(n2)N(C(=O)Cn2ccnc2C)CCC3)cc1
  ? | 103%[activator] | 14% | -3% | 14% | 11 | -15%
49	CCc1nccn1Cc1nnc(C2CC(N)C2)n1CCOC (stereo not drawn)
  -12% | 16% | 0% | ? | 2% | 17 | 2%
50	COCCc1nn2c(=O)cc(COC(=O)c3ccc(OC)c(OC)c3)nc2s1
  . | 30% | . | . | 3% | 8 | .
51	O=C(c1cccc(OC2CN(C3CCCCCC3)C2)c1)N1CCCC1
  ? | -11% | . | i | -17% | 8 | -17%
52	CCOC(=O)c1ccccc1NC(=O)c1nn(-c2ccc(OC)c(Cl)c2)c(=O)c2c1c1ccccc1n2C
  . | -8% | . | . | 4% | -9 | .
53	CCC(C)NC(=O)c1ccc(-n2c(-c3ccccc3)cc3c2CCCC3)cc1 (stereo not drawn)
  . | -10% | . | . | -23% | 9 | .
54	COc1ccc(-c2cc(N3CCCC(NC(=O)Cc4ccsc4)C3)n[nH]2)cc1 (stereo not drawn)
  ? | 43%[activator] | ? | -24% | -6% | 3 | ?
55	CCc1nc2c(cnn2-c2ccc(C)cc2)c(=O)n1-c1ccc(C)cc1
  . | -15% | . | . | 13% | 27 | .
56	NCCn1cc(C(=O)NC2CCCN(c3cnccn3)C2)nn1 (stereo not drawn)
  -30% | 11% | 16% | i | 3% | 17 | -11%
